Screening results from PubChem BioAssay.
GAA850 FXN act: increases GAA850 frataxin promoter reporter activity; AID 540364; 360,000 compounds, 0.56% hits; activation, % at 6 µM; HEK293 lucGAA850 FXN promoter luciferase reporter, 24 h; percent of 10 µM SAHA response;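 active = activation above the average of all compounds screened plus 3 SD, cutoff fixed separately per campaign, cut at about 7.5% in these data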;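 note: 0% = DMSO wells and 100% = 10 µM SAHA wells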
SMARCA2 activ: SMARCA2 function activation, primary screen. 370,000 compounds, 1% hits. activation, % at 9.1 µM. MG213 cells, MMTV-luciferase reporter, dexamethasone, overnight; in the data active = activation above about 7.8%;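 note: 0% = vehicle wells and 100% = reference activator wells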
DAX1 inh-1: NR0B1 (DAX1) inhibition; P51843; HEK293 Gal4-DAX1 luciferase reporter, luminescence; inhibition, % at 6.75 µM; 340,000 compounds, 0.99% hits; AID 504766;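 active = inhibition above the mean over all tested compounds plus 3 SD, cut at about 4.2% in these data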;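 note: 0% = DAX1-transfected cells with DMSO and 100% = empty-vector control cells with DMSO; inhibition shows as a rise in luminescence from relieved DAX1 repression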
Target sequence (P51843 207-470 limits assumed): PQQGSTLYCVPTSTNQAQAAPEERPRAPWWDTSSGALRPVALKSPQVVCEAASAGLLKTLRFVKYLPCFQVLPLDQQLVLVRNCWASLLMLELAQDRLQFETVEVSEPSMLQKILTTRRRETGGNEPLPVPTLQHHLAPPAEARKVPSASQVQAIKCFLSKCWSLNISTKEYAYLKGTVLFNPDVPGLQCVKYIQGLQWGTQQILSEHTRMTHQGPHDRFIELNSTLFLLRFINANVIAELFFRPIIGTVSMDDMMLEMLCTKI
sPLA2-III inh: Inhibits HGIII-sPLA2 liposome hydrolysis, primary screen. Q9NZ20. QFRET BODIPY PC-A2 liposome hydrolysis, fluorescence. inhibition, % at 12.2 µM. 370,000 compounds, 0.56% hits. AID 743126;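 active = inhibition above mean plus 3 SD of compounds lying within the high and low control bounds, cut at about 19% in these data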;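 note: 0% = median of test compound wells and 100% = no enzyme DMSO wells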
ssDAF12 agonist: activates DAF-12 receptor from parasite S. stercoralis | HEK293 ssDAF-12/GRIP1 lit1-tk-luc reporter, luminescence; % of 3 µM dafachronic acid response | AID 652126 | activation, % at 6.8 µM | 370,000 compounds, 1% hits;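 active = activation above the mean over all tested compounds plus 3 SD, cut at about 0.9% in these data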;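 note: 0% = DMSO-only wells and 100% = 3 µM delta7-dafachronic acid wells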
PLC-beta3 inh: blocks human PLC-beta3 enzyme activity; Q01970; 370,000 compounds, 0.18% hits; Purified PLC-beta3, fluorogenic substrate, fluorescence; inhibition, % at 12.2 µM; in the data active = inhibition above about 11%;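 note: 0% = median of compound wells on plate and 100% = full blocker control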
PG9 binder: small molecules binding HIV-1 gp120 antibody PG9 | TR-FRET gp120-PG9 antibody binding | inhibition, % at 6.7 µM | 360,000 compounds, 0.43% hits; in the data active = inhibition above about 8.5%
hcDAF12 agonist: H. contortus DAF-12 activation, primary screen; 370,000 compounds, 1.4% hits; activation, % at 6.8 µM; HEK293 hcDAF-12 lit1-tk-luc reporter, luminescence; 0% DMSO, 100% Δ7-dafachronic acid;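 active = activation above the mean of all tested compounds plus 3 SD, cut at about 5.5% in these data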;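 note: 100% = response to 3 µM Δ7-dafachronic acid high control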
hgDAF-12 ag: activates the H. glycines DAF-12 receptor ligand-binding domain; HEK293 GAL4-hgDAF12 UAS-luciferase reporter, agonist luminescence; normalized to butyrate control; activation, % at 6.8 µM; 370,000 compounds, 1.8% hits;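 active = activation above a cutoff set at the mean of all screened compounds plus 3 SD, cut at about 10% in these data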;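 note: 0% = DMSO wells and 100% = sodium butyrate wells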
DAX1 inh-2: DAX1 (NR0B1) inhibition, primary screen | HEK293T StAR-luciferase reporter, SF-1/DAX-1 repression relief | inhibition, % at 6.8 µM | 370,000 compounds, 1.1% hits | AID 652010;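 active = inhibition above the mean over all tested compounds plus 3 SD, cut at about 3.6% in these data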;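 note: 0% = DAX-1 cells with DMSO and 100% = cells lacking DAX-1 with DMSO; higher inhibition means more luminescence from relief of DAX-1 repression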
NR1D1 modulator: Rev-erb alpha (human) modulation | 370,000 compounds, 0.79% hits | activity, % at 10 µM | P20393 | Rev-erbα–FITC-DNA binding, fluorescence polarization, 90 min;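 active = activity above about 14%, limit read from the data; passing the limit was not always enough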;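 note: 0% = DMSO wells with 35 nM protein and 100% = DMSO wells with 750 nM protein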
Target sequence (P20393 whole entry, looked up): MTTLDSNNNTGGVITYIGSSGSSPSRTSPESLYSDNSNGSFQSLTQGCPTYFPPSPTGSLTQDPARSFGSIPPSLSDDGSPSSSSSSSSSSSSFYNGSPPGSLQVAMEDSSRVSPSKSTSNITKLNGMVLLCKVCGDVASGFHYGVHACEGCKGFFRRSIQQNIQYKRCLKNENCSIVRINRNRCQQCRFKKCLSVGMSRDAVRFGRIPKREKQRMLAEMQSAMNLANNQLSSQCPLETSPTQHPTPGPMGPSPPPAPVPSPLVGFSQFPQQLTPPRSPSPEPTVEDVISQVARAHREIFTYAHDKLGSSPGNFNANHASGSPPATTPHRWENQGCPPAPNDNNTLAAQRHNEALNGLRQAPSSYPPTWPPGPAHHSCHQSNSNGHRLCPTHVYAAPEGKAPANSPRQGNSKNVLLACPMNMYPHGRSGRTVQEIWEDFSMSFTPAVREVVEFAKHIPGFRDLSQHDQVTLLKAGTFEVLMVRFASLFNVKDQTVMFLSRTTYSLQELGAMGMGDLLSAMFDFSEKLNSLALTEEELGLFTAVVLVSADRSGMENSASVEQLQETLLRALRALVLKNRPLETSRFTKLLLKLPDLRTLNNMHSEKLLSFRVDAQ
Numbers without * were called inactive; / = no result given; & = joins results of further samples. Rows were taken by chance. Share with any hit: about 7%.

canonical_smiles,GAA850 FXN act,SMARCA2 activ,DAX1 inh-1,sPLA2-III inh,ssDAF12 agonist,PLC-beta3 inh,PG9 binder,hcDAF12 agonist,hgDAF-12 ag,DAX1 inh-2,NR1D1 modulator
COc1ccc(CCNC(=O)c2cc(-c3cc(C)cc(C)c3O)n[nH]2)cc1OC,-2.2,-1,-2.4,-22,-1.8,-2,0.6,-2.9,-3.0,-1.0,0
CCOC(=O)C1(Cc2ccc(Cl)cc2)CCN(C(=O)c2cc(C)nc(C)n2)CC1,1.3,1,-0.2,-7,-1.9,5,-0.2,-1.3,-0.5,0.5,3
CN1CCN(c2ccc([N+](=O)[O-])cc2S(=O)(=O)N2CCOCC2)CC1,-1.5,-2,0.4,-4,-0.4,2,-1.7,-0.8,0.4,0.2,6
Cc1ccccc1NC(=O)N1CCCC(c2nc(-c3ccc(C(C)C)cc3)no2)C1 (stereo not given),9.2*,-2,-3.5,-3,-0.3,3,0.6,4.9,11*,0.3,0
Nc1ncc(Br)cc1S(=O)(=O)NCCC(=O)NCCc1ccccc1,0.3,-1,1.2,-8,-0.3,-10,1.8,-2.4,3.0,0.6,4
O=C(Nc1ccc(NC(=S)NC(=O)c2ccco2)cc1)c1ccccc1,2.5,1,-1.9,3,-1.5,-3,-1.7,-2.6,1.0,0.0,5
CCN(CC)CCCNC(=S)N(Cc1cccnc1)Cc1cc2cc(C)ccc2[nH]c1=O,2.3,0,1.0,3,-1.5,1,-1.2,1.9,2.6,-0.4,-2
CC(=O)Nc1ccc(NC(=O)c2c(C)nn(Cc3ccccc3Cl)c2C)cc1,1.4,-2,-1.1,-3,-0.8,-4,-0.7,2.1,-2.0,1.0,5
CC(C)(C)OC(=O)NCCc1nnc(SCC(=O)c2ccc(Cl)cc2)o1,-0.8,-3,-2.0,-20,-1.3,1,1.3,-2.3,-2.1,-1.5,3
N#Cc1c(N)sc(=S)c2c1CCCC2,-2.3,-2,0.2,-8,-0.7,-23,0.0,0.5,0.9,0.2,4

(more compounds)
canonical_smiles,GAA850 FXN act,SMARCA2 activ,DAX1 inh-1,sPLA2-III inh,ssDAF12 agonist,PLC-beta3 inh,PG9 binder,hcDAF12 agonist,hgDAF-12 ag,DAX1 inh-2,NR1D1 modulator
COc1cccc(CNc2ncnc3ccc(-c4c(C)noc4C)cc23)c1,-2.9,-2,0.4,1,-0.7,1,-1.4,-0.5,0.7,-0.6,-1
CCOC(=O)N1CCC(NC(=O)C2CCN(S(=O)(=O)c3cnc[nH]3)CC2)CC1,2.5,-2,0.4,5,-0.9,6,-1.0,-0.7,-0.1,0.9,1
C[N+]1(CC(O)COc2ccccc2)CCN(C(=O)c2ccc([N+](=O)[O-])cc2)CC1 (stereo not given),-5.7,2,-0.1,2,-0.5,1,0.1,-0.9,2.9,-0.1,3
CNC(=O)C[C@H]1C(=O)N(c2ccccc2)C[C@@H]1Cc1ccccc1,0.4,0,0.7,-6,-0.7,1,2.0,2.3,0.8,-0.9,9
C/C(=N\NC(=O)c1ccc([N+](=O)[O-])cc1Cl)c1ccccc1,3.0,0,-1.5,-1,-0.5,1,-0.6,0.2,2.1,0.1,2
Cc1ccc(S(=O)(=O)N(C)[C@H]2C[C@H]3c4[nH]c5c(-c6ccccc6)cccc5c4CCN3C(=O)[C@H]2[C@H](C)O)cc1,/,-1,/,-6,-1.2,-365,-1.1,0.2,5.0,-0.1,-6
CN(Cc1ccccc1)c1nccn2ccnc12,1.6,-2,/,3,-0.8,1,-1.3,-0.4,0.8,-0.3,2
COc1ccc(OC)c(N/C=C/C(=O)c2ccccc2)c1,-8.9,-3,-5.8,-13,-1.5,-10,-0.1,-0.3,-4.1,-0.7,4
Nc1cc2c3ccccc3ccc2c2ccccc12,2.3,-7,3.8,8,-0.1,-138,-1.7,4.1,-1.1,-0.3,-11
COC(=O)c1cc2c(c3c4cc(OC)ccc4n(S(=O)(=O)c4ccccc4)c13)C(=O)N(C)C2,/,-6,/,-4,-1.0,-35,-0.5,-0.2,-2.1,-0.4,3

Other compounds follow.
canonical_smiles,GAA850 FXN act,SMARCA2 activ,DAX1 inh-1,sPLA2-III inh,ssDAF12 agonist,PLC-beta3 inh,PG9 binder,hcDAF12 agonist,hgDAF-12 ag,DAX1 inh-2,NR1D1 modulator
Cc1ccc(C)c(S(=O)(=O)N2CCN(C(=O)[C@H](C)N3C(=O)C4CC=CCC4C3=O)CC2)c1 (stereo not given in full),0.4,-1,0.6,9,-0.9,-11,0.9,0.7,-1.0,-1.3,-1
Cc1cc(SCC(=O)c2ccccc2)n2nc(C)nc2n1,1.8,-2,-0.8,-45,-0.1,3,0.3,6.2*,10,0.4,-2
COc1ccc(C(=O)NCc2cccnc2)cc1OC,-2.8,-1,0.0,5,-1.4,5,-0.4,-1.0,-0.2,-0.1,-2
Cc1ccc(C(=O)Nc2cc3ccccc3oc2=O)cc1,-12,1,-2.9,3,-1.1,3,0.4,4.8,2.7,3.3,3
Cc1ccc(N2N=C(C(=O)O)CCC2=O)cc1Cl,-0.6,-1,2.4,0,-1.2,-3,-0.2,1.3,-1.9,0.3,-4
COC(=O)[C@@]1(Cc2ccccc2)[C@H]2C(=O)N(Cc3ccccc3)C(=O)[C@H]2[C@H]2CN=C(SCc3ccc(Cl)cc3)N21,1.7,-4,-1.7,-1,-1.3,5,-2.8,-2.0,-3.8,0.4,3
O=C(Nc1ccc(OCC(=O)N2CCOCC2)cc1)Nc1cccc2ccccc12,0.8,3,0.0,-3,-1.0,-25,-0.2,-0.4,1.8,-0.1,1
Nc1nc(NS(=O)(=O)c2ccc(Cl)cc2)nn1-c1ccccc1,0.8,-1,1.3,2,-0.5,-9,-0.2,-1.2,-1.5,0.1,-7
Cc1onc(-c2ccccc2Cl)c1C(O)c1ccc(F)cc1 (stereo not given),-0.8,-1,-1.2,-7,0.6,1,-0.9,2.0,-0.3,0.5,1
COc1ccc(-n2nc(C(=O)NCC(=O)N3CCN(c4ccccn4)CC3)c3ccccc3c2=O)c(OC)c1,2.6,2,2.5,-1,0.0,-14,-0.7,2.1,4.8,0.5,-3

Following part.
canonical_smiles,GAA850 FXN act,SMARCA2 activ,DAX1 inh-1,sPLA2-III inh,ssDAF12 agonist,PLC-beta3 inh,PG9 binder,hcDAF12 agonist,hgDAF-12 ag,DAX1 inh-2,NR1D1 modulator
O=C(NC1CCCc2c1cnn2-c1ccccc1F)c1ccncc1 (stereo not given),-0.9,-3,-3.6,2,-2.3,3,0.2,-3.8,-3.6,-5.2,-4
C=CCN(Cc1ccc2c(c1)OCO2)C(C#CCCCC)C(C)C (stereo not given),/,/,/,2,-1.2,3,/,-1.8,-0.5,/,-10
O=C(O)c1ccc(CNCc2ccc(Cl)cc2)cc1,-0.2,-4,0.1,7,-0.3,-2,1.3,2.3,1.5,-0.1,0
COC(=O)c1ccccc1OC(=O)c1cccnc1,0.3,-3,0.1,1,-1.1,0,-0.6,-1.3,-1.1,-0.2,3
CCC(=O)N1CCc2cc(S(=O)(=O)CCC(=O)NCCC3=CCCCC3)ccc21,1.0,-4,-0.8,7,-0.9,0,1.9,-1.1,-1.9,-0.7,-1
COc1ccc(C(CNC(=O)c2cc(C)on2)N(C)C)cc1 (stereo not given),0.9,-1,-1.1,1,-0.7,5,-0.9,-0.5,4.0,0.3,-7
COc1cc(NC(=O)C2(C)CCCN(C(C)C)C2)cc(OC)c1OC (stereo not given),-0.6,-5,/,7,-0.4,-2,-1.7,-0.7,1.9,-1.9,1
Cc1cccc(NC(=O)CSc2nc3sc(C)cc3c(=O)n2C)c1,0.6,-3,0.2,2,-1.5,-4,-0.1,-2.5,3.1,-1.7,-4
O=C(Nc1cccc(Cl)c1)c1cc(S(=O)(=O)N2CCCCC2)c[nH]1,1.3,-3,0.2,8,0.1,1,1.6,-2.3,4.2,-1.2,3
Cc1ccc(NC(=O)c2cc(C)nc3ccccc23)cc1,2.4,-1,1.0,-6,-0.8,-7,-2.0,-0.6,3.9,-0.3,-4

The list goes on:
canonical_smiles,GAA850 FXN act,SMARCA2 activ,DAX1 inh-1,sPLA2-III inh,ssDAF12 agonist,PLC-beta3 inh,PG9 binder,hcDAF12 agonist,hgDAF-12 ag,DAX1 inh-2,NR1D1 modulator
COc1cc(C(=S)N2CCCC2)cc(Cl)c1OCC(=O)Nc1ccc(C)cc1C,-0.7,-3,-2.1,2,-0.3,-5,-1.4,0.0,0.2,0.3,4
O=C(NCc1cccnc1)C1CC(=O)N(c2ccc(F)cc2)C1 (stereo not given),1.3,0,-0.2,2,-0.4,0,-0.4,0.3,-0.5,0.7,2
CC(=O)NS(=O)(=O)c1ccc(NC(=S)NC(=O)CC(C)C)cc1,2.5,1,/,3,-0.5,1,-0.3,2.0,-2.0,1.0,0
O=C(NCc1ccccn1)c1cc2n(n1)C(C(F)(F)F)CC(c1ccco1)N2 (stereo not given),-0.2,-2,-0.5,-11,-1.0,-27,-0.9,-0.6,-2.2,-1.1,0
Cc1cc(C)n2c(SC/C(O)=C(\C#N)c3nc4ccccc4[nH]3)nnc2n1,0.5,-2,0.1,0,-1.1,-40,-0.9,2.0,4.0,-0.2,-12
CC1CCCN(CCOCCOc2ccc(Cl)cc2Br)C1 (stereo not given),-0.4,-1,0.1,1,-1.6,4,2.9,-0.2,0.2,-0.6,-3
COc1ccc(CNC(=O)O[C@H]2C[C@@H]3C(=O)N(c4ccccc4)C(=O)[C@@H]3[C@@H]3CN(S(=O)(=O)c4ccc(C)cc4)C[C@]23O)cc1OC,-1.1,-1,3.7,-15,-1.4,0,-0.6,-0.5,2.5,0.8,1
COc1ccc(Cc2c(-c3ccc(OC)c(OC)c3)nc3ccc(C)cn23)c(C)c1,/,-3,/,3,-0.9,-65,0.2,1.5,-2.0,0.9,0
COCCCn1c(=NC(=O)c2ccccc2)c(C#N)cc2c(=O)n3cccc(C)c3nc21,2.0,-3,0.1,2,-1.1,-197,-0.9,0.3,-1.1,-0.5,1
CCCC(=O)Nc1c(-c2cccc(OC)c2)c(=O)c2ccccc2n1C,2.1,-3,0.0,10,-1.0,-36,-1.1,0.1,-1.1,-0.2,-2
Cc1cc(C)nc(N(C#N)CC(=O)N(c2ccccc2)C(C)C)n1,1.6,1,0.1,-9,-1.0,1,-1.1,0.6,-2.1,-0.6,-1
Cc1cc(=O)n(-c2ccccc2)n1C,0.0,-2,0.5,6,-0.5,1,0.0,-1.7,4.5,1.5,-3&-4
CCn1c(=O)cc(OCC(=O)NCCC(C)C)c2ccccc21,1.3,-1,1.0,-3,0.9*,3,-0.5,-0.2,-1.8,0.4,5

Only DAX1 inh-1 and GAA850 FXN act (three entries from above):
smiles | DAX1 inh-1 | GAA850 FXN act
Cc1cc(=O)n(-c2ccccc2)n1C | 0.5 | 0.0
CCn1c(=O)cc(OCC(=O)NCCC(C)C)c2ccccc21 | 1.0 | 1.3
Cc1cc(C)nc(N(C#N)CC(=O)N(c2ccccc2)C(C)C)n1 | 0.1 | 1.6
